Mdm2 ligase inh = inhibitors of human Mdm2 E3 ubiquitin ligase; cell-based MDM2 ubiquitination luciferase reporter, 2 h; 0 = plate control, 100 = twice control, blank-subtracted; Q00987; signal enhancement, % at 5 µM; hit rate 0.11% among 210,000;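 active = signal enhancement of 30% or more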;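 also: luminescence tracks abundance of the self-degrading MDM2-luciferase fusion protein; higher signal means inhibition of MDM2 E3 ligase activity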
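Test system: stable mammalian line carrying autodegrading MDM2–luciferase fusion reporter; quantity: 2000 cells in each well; times: 4 h cell settling then 2 h compound exposure, 37 °C; detection: luminescence with SteadyLite reagent, 15 min at room temperature; evaluation: percent signal gain over controls, blank-subtracted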
Runt-SMMHC FRET = inhibitors of human RUNX1 Runt domain binding to CBFb-SMMHC | Q01196+Q13951 | Cerulean-Runt/Venus-CBFb-SMMHC FRET ratio 530/480, 1 h | inhibition, % at 20 µM | hit rate 0.74% among 220,000;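 active = mean inhibition across duplicate retests at 20 µM reaching about 50%, limit read from the data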;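 also: 0% = DMSO wells and 100% = wells with excess untagged CBFb-SMMHC; inhibitors lower the FRET ratio by blocking Runt binding to CBFb-SMMHC; some results filed as inactive read as strong as hits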
14-3-3 Bad PPI = disrupts binding of bovine 14-3-3 zeta to phospho-Bad peptide; TR-FRET 14-3-3zeta/Dy647-pBad peptide displacement, 1 h; inhibition, % at 21.7 µM; P63103; hit rate 0.71% among 220,000;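 active = inhibition above about 70%, limit read from the data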;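 also: 0% = full 14-3-3 plus peptide FRET controls and 100% = background without 14-3-3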
Target sequence (P63103 whole entry, looked up): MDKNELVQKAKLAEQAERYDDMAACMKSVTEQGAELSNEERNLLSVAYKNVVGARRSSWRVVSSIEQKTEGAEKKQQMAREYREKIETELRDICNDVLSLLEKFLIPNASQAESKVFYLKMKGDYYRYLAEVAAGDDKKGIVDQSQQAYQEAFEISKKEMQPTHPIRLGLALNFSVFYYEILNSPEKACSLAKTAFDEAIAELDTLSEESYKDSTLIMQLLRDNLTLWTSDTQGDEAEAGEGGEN
p47phox inh = p47phox (human) inhibition. P14598. p47phox/p22phox peptide binding, fluorescence polarization, 2 h. inhibition, % at 24.7 µM. hit rate 0.53% among 220,000. AID 1274;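 active = inhibition above about 30%, limit read from the data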;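 also: 0% = p47phox with labelled peptide and 100% = labelled peptide alone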
Target sequence (P14598 whole entry, looked up): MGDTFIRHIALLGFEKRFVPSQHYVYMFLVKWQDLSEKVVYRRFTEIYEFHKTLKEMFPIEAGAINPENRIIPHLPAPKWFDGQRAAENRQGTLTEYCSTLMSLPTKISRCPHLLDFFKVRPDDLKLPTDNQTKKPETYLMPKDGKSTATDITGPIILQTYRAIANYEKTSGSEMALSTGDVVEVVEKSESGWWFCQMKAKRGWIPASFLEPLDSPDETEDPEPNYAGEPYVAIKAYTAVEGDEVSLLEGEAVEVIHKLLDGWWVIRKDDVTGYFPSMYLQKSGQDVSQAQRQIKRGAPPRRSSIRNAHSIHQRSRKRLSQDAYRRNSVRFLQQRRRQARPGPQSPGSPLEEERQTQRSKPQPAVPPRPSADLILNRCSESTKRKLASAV
Runt-CBFb FRET = inhibitors of human RUNX1 Runt domain binding to CBFb | Q01196+Q13951 | Cerulean-Runt/Venus-CBFb FRET ratio 530/480, 1 h | inhibition, % at 20 µM | hit rate 0.46% among 220,000 | AID 1496;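 active = inhibition over about 50% at 20 µM in the single-dose screen, limit read from the data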;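 also: 0% = DMSO wells and 100% = excess unlabeled CBFb competitor control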
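Measured by: fluorescence energy transfer, 422 nm excitation, 530/480 nm emission; Assay system: Cerulean-Runt domain; Medium: Tris pH 7.5 buffer with BSA; Measure: loss of energy transfer signal; Controls: 5 µM unlabeled CBFb as full-inhibition high control; Incubation: protein complex preformed 1 h, compound exposure 1 h, room temperature, dark.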
L929 necroptosis = L929 zVAD cell death inhibition; L929 zVAD necroptosis rescue, ATP luminescence, 24 h; with zVAD 60 µM; viability rescue, % at 10 µM; hit rate 0.38% among 220,000; AID 1377;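 active = activation, scaled between plate controls, above about 75%, limit read from the data; inactive = activation under that limit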;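 also: 0% = zVAD with DMSO and 100% = DMSO alone without zVAD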
TbHK1 inh = blocks Trypanosoma brucei hexokinase 1 activity; recombinant TbHK1, G6PDH-coupled NADH A340; inhibition, % at 10 µM; hit rate 0.11% among 220,000; AID 1430;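 active = inhibition of 50% or more in the single-dose primary screen; inactive = inhibition below 50%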
Hck Nef HTS = human Hck-Nef kinase inhibition; Recombinant Hck-YEEI plus Nef, Z-Lyte FRET kinase assay; inhibition, % at 20 µM; hit rate 0.68% among 220,000; AID 463187;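 active = Hck-Nef kinase inhibition above about 50%, limit read from the data; inactive = inhibition below that limit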;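 also: 0% = DMSO with Hck plus Nef and 100% = Hck alone without Nef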
EBV gp42 inh = EBV gp42 inhibition; hit rate 0.42% among 220,000; AID 1085; Fluorescence polarization binding assay, mP read-out; Q1HVG2; inhibition, % (tested at 21.74 µM); in the data active = inhibition above about 50%
Target sequence (Q1HVG2 whole entry, looked up): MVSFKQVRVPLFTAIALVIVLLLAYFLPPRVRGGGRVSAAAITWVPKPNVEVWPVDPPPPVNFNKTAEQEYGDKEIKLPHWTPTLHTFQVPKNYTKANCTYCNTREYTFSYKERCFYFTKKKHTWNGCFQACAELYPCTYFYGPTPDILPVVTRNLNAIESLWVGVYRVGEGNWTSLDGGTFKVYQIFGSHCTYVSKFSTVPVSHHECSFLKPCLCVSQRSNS
Starred values were filed as active, the others as inactive; [ ] = dose if it differs, or a comment.

Results for CN(C)C(=O)Cn1c(SCC(=O)NC2CCCCC2)nc2ccccc21 ?
Mdm2 ligase inh: -2; Runt-SMMHC FRET: 6; 14-3-3 Bad PPI: -6; p47phox inh: 0; Runt-CBFb FRET: 0; L929 necroptosis: 0.1; TbHK1 inh: 0; Hck Nef HTS: -1; EBV gp42 inh: -10

How did COc1cccc(NC(=O)CSc2ccccn2)c1 do in these assays?
Mdm2 ligase inh: -25; Runt-SMMHC FRET: -2; 14-3-3 Bad PPI: -4; p47phox inh: -5; Runt-CBFb FRET: 2; L929 necroptosis: -0.3; TbHK1 inh: 16; Hck Nef HTS: 3; EBV gp42 inh: 1

What do the screens show for `COc1ccc(C(=O)n2c(-c3ccco3)nc3ccccc32)cc1`?
Mdm2 ligase inh: -18; Runt-SMMHC FRET: 26; 14-3-3 Bad PPI: -1; p47phox inh: -4; Runt-CBFb FRET: 39; L929 necroptosis: -0.6; TbHK1 inh: -7; Hck Nef HTS: -1; EBV gp42 inh: -13

Results for O=C(O)CC(SCc1ccc(C(=O)O)o1)C(=O)O (stereo not given) ?
Mdm2 ligase inh: -12; Runt-SMMHC FRET: 4; 14-3-3 Bad PPI: -9; p47phox inh: -6; Runt-CBFb FRET: 0; L929 necroptosis: 0.6; TbHK1 inh: -7; Hck Nef HTS: -1; EBV gp42 inh: -6

What do the screens show for `COc1cc(OC)cc(C(=O)NNc2nc3cc4c(cc3s2)OCO4)c1`?
Runt-SMMHC FRET: 3; 14-3-3 Bad PPI: 7; p47phox inh: -5; Runt-CBFb FRET: 30; TbHK1 inh: -6; Hck Nef HTS: 1; EBV gp42 inh: 4

Results for Cc1nc(CNS(=O)(=O)c2cc(F)ccc2F)cs1 ?
Mdm2 ligase inh: -18; Runt-SMMHC FRET: -3; 14-3-3 Bad PPI: -13[fluorescence artefact?]; p47phox inh: 4; Runt-CBFb FRET: -2; L929 necroptosis: 0.7; TbHK1 inh: 6; Hck Nef HTS: 5; EBV gp42 inh: -12

Results for CCOC(=O)CC(=O)CSc1nnc2c(n1)[nH]c1ccccc12 ?
Mdm2 ligase inh: 0; Runt-SMMHC FRET: 4; 14-3-3 Bad PPI: 4; p47phox inh: -13; Runt-CBFb FRET: -2; L929 necroptosis: 0.4; TbHK1 inh: 14; Hck Nef HTS: 4; EBV gp42 inh: -18

What do the screens show for `Cc1nc2[nH]c(=O)c3c(n2n1)NC1=C(C(=O)CC(C)(C)C1)C3c1ccccc1` (stereo not given)?
Mdm2 ligase inh: -7; Runt-SMMHC FRET: 136*; 14-3-3 Bad PPI: 2; p47phox inh: -9; Runt-CBFb FRET: 78*; L929 necroptosis: 0.5; TbHK1 inh: -12; Hck Nef HTS: 2; EBV gp42 inh: -5

Results for Cn1c(SCC(=O)c2c(N)n(C)c(=O)n(C)c2=O)nnc1-c1ccc(F)cc1 ?
Mdm2 ligase inh: -10; Runt-SMMHC FRET: 2; 14-3-3 Bad PPI: -14; p47phox inh: 2; Runt-CBFb FRET: -4; L929 necroptosis: -0.2; TbHK1 inh: 14; Hck Nef HTS: 5; EBV gp42 inh: -2

Results for C=CCNC(=O)C(C(=O)OCC)C1CCCCC1 (stereo not given) ?
Mdm2 ligase inh: -1; Runt-SMMHC FRET: 2; 14-3-3 Bad PPI: -6; p47phox inh: -1; Runt-CBFb FRET: -2; L929 necroptosis: 1.1; TbHK1 inh: -3; Hck Nef HTS: 8; EBV gp42 inh: -4

How did CC1(C)CCc2cc(-c3ccnc(=S)[nH]3)ccc2O1 do in these assays?
Mdm2 ligase inh: -17; Runt-SMMHC FRET: 2; 14-3-3 Bad PPI: -16; p47phox inh: -5; Runt-CBFb FRET: 7; L929 necroptosis: -0.8; TbHK1 inh: -35; Hck Nef HTS: 4; EBV gp42 inh: 1

What do the screens show for `O=C(N/N=C/c1c(Cl)cccc1Cl)c1ccc(F)cc1`?
Mdm2 ligase inh: 1; Runt-SMMHC FRET: 2; 14-3-3 Bad PPI: 4; p47phox inh: -14; Runt-CBFb FRET: -3; L929 necroptosis: 0.1; TbHK1 inh: -4; Hck Nef HTS: -1; EBV gp42 inh: -2

What do the screens show for `CC(=O)NS(=O)(=O)c1ccc(NC(=O)C2c3ccccc3Oc3ccccc32)cc1`?
Mdm2 ligase inh: -1; Runt-SMMHC FRET: -1; 14-3-3 Bad PPI: -8; p47phox inh: -12; Runt-CBFb FRET: -1; L929 necroptosis: 0.6; TbHK1 inh: -2; Hck Nef HTS: 2; EBV gp42 inh: 8

What do the screens show for `O=C(NN=C1CCCC1)c1ccn[nH]1`?
Mdm2 ligase inh: 0; Runt-SMMHC FRET: 2; 14-3-3 Bad PPI: 12[fluorescence artefact?]; p47phox inh: -1; Runt-CBFb FRET: 2; L929 necroptosis: 0.8; TbHK1 inh: 9; Hck Nef HTS: 2; EBV gp42 inh: -8

How did COC(=O)NCC(c1cccnc1)N1CCN(c2ccccc2F)CC1 (stereo not given) do in these assays?
Mdm2 ligase inh: -32; Runt-SMMHC FRET: -2; 14-3-3 Bad PPI: 6[fluorescence artefact?]; p47phox inh: -7; Runt-CBFb FRET: -4; L929 necroptosis: 3.0; TbHK1 inh: 1; Hck Nef HTS: -2; EBV gp42 inh: -16

In the list so far, three have an aryl methoxy group.
How did COc1cccc(NC(=O)CSc2ccccn2)c1 do in these assays?
Mdm2 ligase inh: -25; Runt-SMMHC FRET: -2; 14-3-3 Bad PPI: -4; p47phox inh: -5; Runt-CBFb FRET: 2; L929 necroptosis: -0.3; TbHK1 inh: 16; Hck Nef HTS: 3; EBV gp42 inh: 1

What do the screens show for `COc1ccc(C(=O)n2c(-c3ccco3)nc3ccccc32)cc1`?
Mdm2 ligase inh: -18; Runt-SMMHC FRET: 26; 14-3-3 Bad PPI: -1; p47phox inh: -4; Runt-CBFb FRET: 39; L929 necroptosis: -0.6; TbHK1 inh: -7; Hck Nef HTS: -1; EBV gp42 inh: -13

What do the screens show for `COc1cc(OC)cc(C(=O)NNc2nc3cc4c(cc3s2)OCO4)c1`?
Runt-SMMHC FRET: 3; 14-3-3 Bad PPI: 7; p47phox inh: -5; Runt-CBFb FRET: 30; TbHK1 inh: -6; Hck Nef HTS: 1; EBV gp42 inh: 4

Next section:
How did CNS(=O)(=O)c1ccc(NCC2COc3ccccc3O2)c([N+](=O)[O-])c1 (stereo not given) do in these assays?
Runt-SMMHC FRET: 2; 14-3-3 Bad PPI: 1; p47phox inh: -3; Runt-CBFb FRET: -1; L929 necroptosis: 5.2; TbHK1 inh: -4; Hck Nef HTS: 2; EBV gp42 inh: 15

Results for COc1ccc(OC)c(S(=O)(=O)n2nc(C)cc2C)c1 ?
Mdm2 ligase inh: -17; Runt-SMMHC FRET: -5; 14-3-3 Bad PPI: 11[fluorescence artefact?]; p47phox inh: -6; Runt-CBFb FRET: 0; L929 necroptosis: 0.4; TbHK1 inh: -6; Hck Nef HTS: 2; EBV gp42 inh: -6

Results for C/C(=N\Nc1nc2ccccc2[nH]1)c1ccc(C)o1 ?
Mdm2 ligase inh: -14; Runt-SMMHC FRET: -2; 14-3-3 Bad PPI: 4[fluorescence artefact?]; p47phox inh: -6; Runt-CBFb FRET: 0; L929 necroptosis: 2.2; TbHK1 inh: -46; Hck Nef HTS: 0; EBV gp42 inh: 7

Results for Cc1ccc(Nc2nc3c(c(=O)[nH]c(=O)n3C)n2Cc2ccc(F)cc2)cc1 ?
Mdm2 ligase inh: -20; Runt-SMMHC FRET: -11; 14-3-3 Bad PPI: 0; p47phox inh: -1; Runt-CBFb FRET: -4; L929 necroptosis: -0.3; TbHK1 inh: 1; Hck Nef HTS: 10; EBV gp42 inh: 1

What do the screens show for `COc1ccc(C(=O)Nc2ccc(N3CCOCC3)cc2)cc1S(=O)(=O)NC1CCCC1`?
Mdm2 ligase inh: -1; Runt-SMMHC FRET: 2; 14-3-3 Bad PPI: -7; p47phox inh: 1; Runt-CBFb FRET: -1; L929 necroptosis: 3.4; TbHK1 inh: -4; Hck Nef HTS: 29; EBV gp42 inh: -20

How did C=CCN1C(=O)/C(=C2/C(=O)N(CC(=O)O)c3ccccc32)S/C1=N/c1nccs1 do in these assays?
Mdm2 ligase inh: -18; Runt-SMMHC FRET: -6; 14-3-3 Bad PPI: 20[fluorescence artefact?]; p47phox inh: -25; Runt-CBFb FRET: -7; L929 necroptosis: 0.0; TbHK1 inh: 10; Hck Nef HTS: 6; EBV gp42 inh: 19

How did O=C(CSc1nnc(CNC(=O)c2c(F)cccc2Cl)o1)NCc1ccc2c(c1)OCO2 do in these assays?
Mdm2 ligase inh: -3; Runt-SMMHC FRET: 0; 14-3-3 Bad PPI: 0; p47phox inh: -3; Runt-CBFb FRET: 4; L929 necroptosis: -0.4; TbHK1 inh: 0; Hck Nef HTS: 1; EBV gp42 inh: -8

What do the screens show for `CC(C)Cc1nnc(NC(=O)c2cc(-c3ccncc3)nc3ccccc23)s1`?
Mdm2 ligase inh: -12; Runt-SMMHC FRET: -7; 14-3-3 Bad PPI: 0; p47phox inh: -5; Runt-CBFb FRET: -3; L929 necroptosis: -0.2; TbHK1 inh: -17; Hck Nef HTS: 14; EBV gp42 inh: -22

What do the screens show for `O=C(CSCc1cnn(-c2ccccc2)c1-n1cccc1)NCC1CCCO1` (stereo not given)?
Mdm2 ligase inh: -14; Runt-SMMHC FRET: -1; 14-3-3 Bad PPI: -10[fluorescence artefact?]; p47phox inh: -19; Runt-CBFb FRET: 1; L929 necroptosis: -0.6; TbHK1 inh: -1; Hck Nef HTS: 11; EBV gp42 inh: -9

Results for Cc1ccc(CC(=O)Nc2nncs2)cc1 ?
Mdm2 ligase inh: -9; Runt-SMMHC FRET: -1; 14-3-3 Bad PPI: -4; p47phox inh: -8; Runt-CBFb FRET: -2; L929 necroptosis: 0.9; TbHK1 inh: 6; Hck Nef HTS: 0; EBV gp42 inh: -15

Results for CCOC(=O)c1[nH]c(C)c(C(=O)Nc2cc(OC)ccc2OC)c1C ?
Mdm2 ligase inh: -14; Runt-SMMHC FRET: 1; 14-3-3 Bad PPI: 7[fluorescence artefact?]; p47phox inh: -5; Runt-CBFb FRET: 0; L929 necroptosis: 0.4; TbHK1 inh: -8; Hck Nef HTS: -2; EBV gp42 inh: -1

How did COc1ccc(NC(=O)c2ccc(Br)o2)cc1 do in these assays?
Runt-SMMHC FRET: 4; 14-3-3 Bad PPI: 2; p47phox inh: 4; Runt-CBFb FRET: -1; L929 necroptosis: 1.1; TbHK1 inh: 2; Hck Nef HTS: -7; EBV gp42 inh: -9

Results for CCCc1cc(=O)oc2c(CN3CCOCC3)c(O)ccc12 ?
Mdm2 ligase inh: 8; Runt-SMMHC FRET: 90*; 14-3-3 Bad PPI: -7; p47phox inh: -9; L929 necroptosis: 0.0; TbHK1 inh: -24; Hck Nef HTS: 65*; EBV gp42 inh: -2

Results for COc1ccc(CC(=O)N2CC(=O)N(CCc3ccccc3)C(=O)C2)cc1 ?
Mdm2 ligase inh: -6; Runt-SMMHC FRET: -4; 14-3-3 Bad PPI: -4; p47phox inh: -15; Runt-CBFb FRET: -1; L929 necroptosis: -0.1; TbHK1 inh: 4; Hck Nef HTS: 2; EBV gp42 inh: -12

High-throughput results from PubChem.
